# hiPSC survival: increases survival of single human iPS cells; hiPSC single-cell survival, ATPlite luminescence; 100% = ROCK inhibitor wells, 0% = DMSO; survival enhancement, % at 20 µM; 360,000 compounds, 0.044% hits; AID 602274; in the data active means survival enhancement above about 18%;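 further: cells exposed to compounds for 16 hours before the ATP read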
# KKLEB cytotox: reduces viability of KKLEB cystic fibrosis airway cells; AID 602141; KKLEB CF airway cells viability, ATPlite luminescence, overnight; active compounds read low; cells stimulated with P. aeruginosa culture filtrate; 360,000 compounds, 0.36% hits; activity change (cytotoxicity), % at 5 µM;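 active means corrected activity change at or below -50% at 5 µM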
# LMP1 NFkB inh: inhibitors of Epstein-Barr LMP1-induced NF-kappaB reporter; LMP1-induced NF-kappaB luciferase reporter cells, luminescence; inhibition, % at 12.5 µM; 350,000 compounds, 0.69% hits; in the data active means inhibition above about 41%; inconclusive means no clear call, values can overlap the other calls;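 further: 0% = neutral control wells and 100% = reference inhibitor control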
# CF NFkB block: inhibitors of cystic fibrosis induced NF-kB | KKLEB NF-kB-GFP reporter, PAF-induced, GFP fluorescence overnight | inhibition, % at 5 µM | 360,000 compounds, 0.86% hits | AID 588850;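 active means at least 50% inhibition at 5 µM, scaled per plate between neutral and stimulator controls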;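 further: PAF is a Pseudomonas aeruginosa culture filtrate used as stimulus; plate controls were PAF-stimulated DMSO wells for no effect and unstimulated DMSO wells for full effect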
# NR2E3 ag-1: activates human photoreceptor nuclear receptor NR2E3; Q9Y5X4; GST-NR2E3/biotin-RetCOR TR-FRET, 1536-well; inhibition of corepressor binding, % at 4.78 µM; 320,000 compounds, 0.12% hits; AID 2300;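 active means percent inhibition above the cutoff of mean plus 3 SD of all tested compounds, set per screening campaign, cut at about 20% in these data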;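 further: 0% = DMSO wells and 100% = biotin wells as full block of FRET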
# Target sequence (Q9Y5X4 whole entry, looked up): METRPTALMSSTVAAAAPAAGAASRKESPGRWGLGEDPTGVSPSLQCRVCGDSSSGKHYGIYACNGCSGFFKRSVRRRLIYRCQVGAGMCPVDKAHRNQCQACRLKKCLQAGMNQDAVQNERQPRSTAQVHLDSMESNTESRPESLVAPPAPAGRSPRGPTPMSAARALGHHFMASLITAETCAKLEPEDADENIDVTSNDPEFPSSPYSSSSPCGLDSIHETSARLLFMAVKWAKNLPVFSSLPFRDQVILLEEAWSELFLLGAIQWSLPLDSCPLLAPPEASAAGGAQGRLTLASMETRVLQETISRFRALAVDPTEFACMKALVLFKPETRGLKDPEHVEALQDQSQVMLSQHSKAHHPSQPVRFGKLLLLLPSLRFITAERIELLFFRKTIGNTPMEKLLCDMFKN
#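 Assay system: NR2E3–RetCOR corepressor complex. Quantity: 1.35 nM GST-NR2E3. Buffer or medium: pH 7.5 Tris-based buffer. Reagent: biotinylated RetCOR corepressor at 7 nM final. Schedule: 5 h at 4 °C. Detection: TR-FRET, emission read at 617 and 671 nm. Replicates: one well per compound, singlicate testing.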
# Shn3 inh set2: reduces Shn3 3'UTR luciferase signal in osteoblasts; Clone20 osteoblast Shn3 3'UTR firefly luciferase, 24 h; inhibition, % at 12.5 µM; 360,000 compounds, 0.52% hits;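 active means mean inhibition of at least 75% with every replicate also reaching 75%; inconclusive means mean inhibition at least 75% but some replicate below; inactive means mean inhibition below 75%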;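 further: 0% = median of neutral control wells and 100% = pilot-screen positive control compound; some compounds past the cut are filed as inactive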
# NR2E3 ag-2: agonists of human NR2E3 nuclear receptor. inhibition of corepressor binding, % at 3.98 µM. CHO-S Gal4-NCOR/VP16-NR2E3 two-hybrid, luciferase. Q9Y5X4. AID 602229. 360,000 compounds, 0.35% hits;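 active means inhibition above the mean of all tested compounds plus 3 SD, cut at about 70% in these data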;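 further: 0% = DMSO with NR2E3 transfected cells and 100% = cells lacking NR2E3 construct; higher means lower luciferase signal from less NR2E3 corepressor binding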
# HIF-2a inh: HIF-2a inhibition | 786-0 RCC cells HIF-2a reporter, luciferase luminescence, overnight | inhibition, % at 18.8 µM | AID 624352 | 360,000 compounds, 0.72% hits;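 active means inhibition of the luminescence signal of 40% or more relative to plate controls, in a single-dose primary screen at 18.75 µM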
# Peg3 prom inh: Peg3 promoter activity inhibition | HeLa PEG-Prom luciferase reporter, luminescence, overnight | inhibition, % at 20 µM | 360,000 compounds, 1.7% hits;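 active means inhibition of at least 50% at 20 µM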
# MITF TRPM1 inh: inhibitors of MITF-driven TRPM1 promoter in melanoma cells. SK-MEL-5 TRPM1 promoter luciferase, 24 h. inhibition, % at 12.5 µM. 330,000 compounds, 0.83% hits;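 active means mean inhibition across replicates of 60% or more, whatever share of single replicates reaches that level; inconclusive means some that reach 60%, reason not given; inactive means mean inhibition across replicates below 60%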; further: values of inactives mirror those of a sister screen read the other way
# TRAIL sens C8: sensitizes caspase-8 expressing cells to TRAIL. NB7+C8 cells + TRAIL, ATPlite viability luminescence. inhibition (viability loss, TRAIL sensitization), % at 10 µM. 360,000 compounds, 1% hits. AID 624354;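 active means compounds causing at least 50% loss of cell viability in the single-dose screen, relative to plate controls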
# The depositor's hits bear a star; ? = inconclusive; nt = no result given. These rows are one share of the data, so the mix of outcomes need not match the whole.
SMILES,hiPSC survival,KKLEB cytotox,LMP1 NFkB inh,CF NFkB block,NR2E3 ag-1,Shn3 inh set2,NR2E3 ag-2,HIF-2a inh,Peg3 prom inh,MITF TRPM1 inh,TRAIL sens C8
CCc1nccn1-c1cc(C(C)(C)C)nc2c(-c3ccc(Cl)cc3)cnn12,-1.6,-19,2,15,-3,-25,-37,-112,-60,-22,11
Cc1c2cnn(CC(=O)NCCCN3CC(C)CC(C)C3)c(=O)c2c(C)n1Cc1ccc(Cl)cc1 (configuration not stated),1.0,-1,2,-52,-1,8,-11,9,-2,3,14
CCOc1ccccc1OCC(=O)N/N=C(\C)Cc1ccc(OC)cc1,-1.2,7,1,-4,3,-28,13,14,18,-3,11
c1ccc2c(c1)nc1n2CN(Cc2ccc3c(c2)OCO3)CN1,-1.4,15,3,0,5,4,-18,14,13,1,-11
COc1ccc(OCC(=O)N2CC3(C)CC2CC(C)(C)C3)cc1 (configuration not stated),-1.7,5,0,12,0,-9,-22,13,2,-13,2
CC(=O)c1c(C)n(-c2ccc(N(C)C)cc2)c2ccc(OCC(N)=O)cc12,-1.3,-16,-2,20,-1,27,-5,12,10,11,-1
CC(C)CCNC(=O)CN(CC1CCCO1)C(=O)CCC(=O)Nc1ccccn1 (configuration not stated),-1.4,6,1,4,3,1,-1,-6,9,2,-30
O=C(NC1CC1)c1ccc(Cl)c(S(=O)(=O)N2CCOCC2)c1,-0.5,1,-6,10,6,-7,-9,4,0,-4,-7
O=C(NCc1ccco1)c1ccccc1SCC(=O)N1CCCC1,0.8,12,-2,3,2,-42,3,-3,4,8,5
COc1ccc(Nc2nnc(C)c(=O)[nH]2)cc1,-3.3,4,5,6,2,5,-28,9,-7,0,-4
CCC(=O)Nc1ccc(C(=O)NNC(=O)c2ccc(C)cc2)cc1,0.8,-19,3,2,-2,6,-12,9,18,5,-14
COc1ccc2cc(/C=N/NC(=O)c3ccc(CN(c4ccc(C)c(C)c4)S(C)(=O)=O)cc3)c(Cl)nc2c1,1.7,5,-1,1,3,18,3,21,11,2,6
O=C(COc1cc(O)c2c(=O)cc(-c3ccccc3)oc2c1)c1cccc([N+](=O)[O-])c1,-0.3,-39,-193,46,2,9,-30,9,-6,-14,23
CC(=O)NCCc1nc2ccccc2n1Cc1ccccc1,0.5,4,-1,-5,2,-4,11,8,0,-2,5
Cc1nc(SCC(=O)Nc2ccc(OCc3ccccc3)cc2)n[nH]1,-0.6,0,-4,-13,4,-30,-64,-120,-140,-24,-3

# Reprinted at random: three records from the list.
SMILES,hiPSC survival,KKLEB cytotox,LMP1 NFkB inh,CF NFkB block,NR2E3 ag-1,Shn3 inh set2,NR2E3 ag-2,HIF-2a inh,Peg3 prom inh,MITF TRPM1 inh,TRAIL sens C8
CC(=O)c1c(C)n(-c2ccc(N(C)C)cc2)c2ccc(OCC(N)=O)cc12,-1.3,-16,-2,20,-1,27,-5,12,10,11,-1
CCC(=O)Nc1ccc(C(=O)NNC(=O)c2ccc(C)cc2)cc1,0.8,-19,3,2,-2,6,-12,9,18,5,-14
Cc1nc(SCC(=O)Nc2ccc(OCc3ccccc3)cc2)n[nH]1,-0.6,0,-4,-13,4,-30,-64,-120,-140,-24,-3

# Results in CF NFkB block, for some of the entries so far:
SMILES | CF NFkB block
c1ccc2c(c1)nc1n2CN(Cc2ccc3c(c2)OCO3)CN1 | 0
COc1ccc(OCC(=O)N2CC3(C)CC2CC(C)(C)C3)cc1 (configuration not stated) | 12
CC(=O)c1c(C)n(-c2ccc(N(C)C)cc2)c2ccc(OCC(N)=O)cc12 | 20
CC(C)CCNC(=O)CN(CC1CCCO1)C(=O)CCC(=O)Nc1ccccn1 (configuration not stated) | 4
O=C(NC1CC1)c1ccc(Cl)c(S(=O)(=O)N2CCOCC2)c1 | 10

# Later entries:
SMILES,hiPSC survival,KKLEB cytotox,LMP1 NFkB inh,CF NFkB block,NR2E3 ag-1,Shn3 inh set2,NR2E3 ag-2,HIF-2a inh,Peg3 prom inh,MITF TRPM1 inh,TRAIL sens C8
CCC(=O)Nc1ccc(N2CCCCC2)cc1,-0.3,2,-1,6,-1,-37,-24,-76,-76,-12,0
Cc1ccc(S(=O)(=O)NCC23C=CC(O2)C2C(=O)N(c4ccccc4)C(=O)C23)cc1 (configuration not stated),1.7,8,5,6,-3,14,-32,-2,16,9,-5
C[C@H]1Cn2cnc(C(=O)N[C@H](C)c3ccccc3)c2C(=O)N1,-1.1,3,-2,-4,nt,5,-20,10,2,nt,-17
O=C(NNC(=O)c1ccccc1OCc1ccccc1Cl)c1csc(N2CCOCC2)n1,-0.2,-8,6,-18,0,16,-23,-17,21,26,15
CCOC(=O)c1nc(NNC(C)=O)sc1C,-0.6,-5,-1,7,2,-25,2,2,7,1,0
COc1ccc(N=Nc2c(C)n[nH]c2C)cc1,-0.5,-4,-6,23,2,-10,-24,-112,-121,-11,-1
CC(C)CN1C(=O)C(=O)N(CC(=O)c2ccc[nH]2)C1=O,0.0,7,-2,-4,-2,-11,-6,-26,-5,-10,6
Cc1nc(-c2c(C(F)(F)F)noc2-c2ccc(O)cc2O)cs1,3.4,2,4,7,1,29,1,13,18,22,-1
CCOc1ccc(C(=O)Nc2cccc3ncccc23)cc1Cl,-0.4,-10,4,1,1,32,-6,-5,14,1,20
Cc1ccc(OCCN2CCCCCC2)c(C)c1,-5.1,0,-9,0,0,16,-7,6,-7,2,5
NC(=O)C1CCN(CC(=O)N2c3ccccc3CCc3ccccc32)CC1,8.9,3,2,-12,0,1,-14,23,12,-1,-2
CCOC(=O)c1c(C=O)c(C)n(Cc2ccc(Cl)cc2)c1C,0.6,7,4,14,-1,25,-2,22,27,5,14
O=C(CCNC(=O)Cn1cnc2ccccc2c1=O)NCC1CCCO1 (configuration not stated),-0.8,15,1,-15,-1,5,16,11,-7,12,4
Cc1ccccc1N/C(=C(/C(Cl)=C(Cl)Cl)[N+](=O)[O-])n1nnc2ccccc21,1.3,12,-9,-7,-2,-14,-19,-71,1,27,-16
CCCCCCOc1ccc(C(=O)n2cnc(N)n2)cc1,-1.5,-6,0,16,4,17,-28,-38,-7,-3,-9
CCCCn1c(N)c(N(C(=O)CSc2nncn2-c2ccccc2)C2CCCC2)c(=O)[nH]c1=O,0.7,-18,-1,8,nt,-8,-1,11,-1,-2,-7
O=C(Nc1nc(-c2ccccn2)cs1)c1ccc2c(c1)OCCO2,-3.1,0,14,14,2,-15,-144,-206,-127,nt,51*
COCCN1C(=NCCCOC(C)C)N[C@@H](c2ccccc2)C(C(=O)OC)=C1C,-1.7,4,-6,6,4,16,13,9,9,-9,-8
O=C(COc1ccccc1)NC(=S)N1CCc2ccccc21,-0.1,1,-13,-5,-2,-6,-44,-123,-91,-11,-9
CNC(=O)CN1C(=O)CSc2ncccc21,0.2,3,-9,-23,2,-7,2,17,1,0,-8
CCC(=O)N1CCN(c2ccccc2NC(=O)c2cccs2)CC1,0.4,7,-1,-19,0,-2,-21,8,14,-6,-15
CC(=O)N[C@@H](Cc1c[nH]c2ccccc12)C(=O)OCc1ccc(C#N)cc1,-0.1,3,-4,-2,1,10,-32,10,-8,4,-8
Cc1cc(C)cc(NS(=O)(=O)c2ccc3c(c2)c(=O)n(C)c(=O)n3C)c1,1.3,5,25,33,4,?,34,50*,54*,60,80*
Cn1c(=O)[nH]c(=O)c2c1[nH]c(=S)n2CCCc1ccccc1,-0.7,2,-3,-34,nt,-21,10,15,-3,5,-2
CCc1c(C)nc(Nc2nc(C)c3cc(OC)ccc3n2)[nH]c1=O,-1.0,4,-9,-55,-2,-28,-7,-161,-91,-34,14
CCc1nc2ccc(C(=O)N3CCCCC3)cn2c1N(CCC(C)C)CCN(C)C,1.4,10,nt,-9,nt,-5,13,12,-8,nt,-1
O=C(COC(=O)CNC(=O)c1ccc([N+](=O)[O-])o1)Nc1ncc(C(F)(F)F)cc1Cl,1.2,-6,-5,42,2,-27,-25,-15,25,53,6
COc1cccc2c(SCC(=O)N/N=C/c3ccccc3)cc(C)nc12,-2.1,-29,23,54*,2,9,-18,31,27,17,-1
O=C(NN=Cc1ccc(N2CCOCC2)s1)c1ccc([N+](=O)[O-])cc1,-3.5,-15,-4,15,nt,-22,5,-6,16,8,23
CC(=O)OCC(=O)Nc1ccc(Cl)cc1Cl,-0.4,-3,35,1,2,11,-1,4,-2,1,-18

# Single records (already shown):
# Cc1cc(C)cc(NS(=O)(=O)c2ccc3c(c2)c(=O)n(C)c(=O)n3C)c1 as listed: hiPSC survival = 1.3; KKLEB cytotox = 5; LMP1 NFkB inh = 25; CF NFkB block = 33; NR2E3 ag-1 = 4; Shn3 inh set2 = ?; NR2E3 ag-2 = 34; HIF-2a inh = 50*; Peg3 prom inh = 54*; MITF TRPM1 inh = 60; TRAIL sens C8 = 80*
# CCc1nc2ccc(C(=O)N3CCCCC3)cn2c1N(CCC(C)C)CCN(C)C as listed: hiPSC survival = 1.4; KKLEB cytotox = 10; LMP1 NFkB inh = nt; CF NFkB block = -9; NR2E3 ag-1 = nt; Shn3 inh set2 = -5; NR2E3 ag-2 = 13; HIF-2a inh = 12; Peg3 prom inh = -8; MITF TRPM1 inh = nt; TRAIL sens C8 = -1

# (list continues)
SMILES,hiPSC survival,KKLEB cytotox,LMP1 NFkB inh,CF NFkB block,NR2E3 ag-1,Shn3 inh set2,NR2E3 ag-2,HIF-2a inh,Peg3 prom inh,MITF TRPM1 inh,TRAIL sens C8
O=C(O)c1ccc(NC(=O)c2cccc(N3C(=O)C4C5CCC(C5)C4C3=O)c2)cc1 (configuration not stated),0.9,5,9,3,1,-13,-11,16,19,-7,-3
Cc1cc(N2CCN(C3CCCC3)CC2)n2c(nc3ccccc32)c1C#N,0.6,-17,4,-10,3,-18,-3,29,7,-12,0
Cc1ccc(S(=O)(=O)NCc2ccc(C(=O)NC3CCC(C)CC3)cc2)cc1 (configuration not stated),-0.1,0,-4,-4,1,21,21,9,14,-5,-6
CN(C)C=NC(=O)c1ccc([N+](=O)[O-])c(CS(=O)(=O)c2ccc(Cl)cc2)c1,-4.8,-4,0,-1,5,3,-16,23,-7,-3,-5
CN(C(=O)CN1CCN(c2cc(-c3ccc(OCc4ccccc4)cc3)ncn2)CC1)c1ccccc1,1.7,13,nt,-16,nt,59,48,-10,-3,nt,21
Cc1nc2ccccc2c(=O)n1NC(=O)CCC(=O)O,10,-2,-7,-10,-4,4,-19,3,0,2,-1
O=C(NNC(=O)C1CC(=O)N(Cc2ccccc2)C1)c1ccc(Br)cc1 (configuration not stated),0.0,-15,-7,25,-2,-6,-16,5,4,-6,-19
Cc1cccc(N2CCN(C(=O)c3ccc(Cl)c(S(=O)(=O)NCc4ccco4)c3)CC2)c1C,-0.7,2,17,3,-1,4,-64,9,15,21,15

# Source: PubChem (several laboratories)
